# High-throughput results: PubChem BioAssay, several laboratories
# RAM network inh: inhibitors of the yeast RAM network, primary screen, dse1pr::URA3 reporter, 5-FOA selection. S. cerevisiae dse1pr::URA3 reporter, 5-FOA growth OD615, 2 d; analog-sensitive cbk1-as2 kinase mutant strain. inhibition, % at 50 µM. hit rate 1.8% among 190,000;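 active = inhibition above a set limit, 3 SD over mean compound inhibition, cut at about 8.4% in these data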;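 note: 0% = DMSO-only wells with no growth and 100% = 10 µM 1-NA-PP1 full growth; inhibition rescues growth on 5-FOA so higher OD means more RAM inhibition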
# PPARg SRC-1 ag: PPARgamma agonists recruiting SRC-1 coactivator, primary screen, biochemical; Peroxisome proliferator-activated receptor gamma (Homo sapiens), P37231; PPARgamma-SRC-1 coactivator recruitment biochemical assay; activation, % at 8 µM; hit rate 0.41% among 200,000; in the data active = activation above about 19%;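 note: 0% = DMSO and 100% = reference agonist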
# Target sequence (P37231 whole entry, looked up): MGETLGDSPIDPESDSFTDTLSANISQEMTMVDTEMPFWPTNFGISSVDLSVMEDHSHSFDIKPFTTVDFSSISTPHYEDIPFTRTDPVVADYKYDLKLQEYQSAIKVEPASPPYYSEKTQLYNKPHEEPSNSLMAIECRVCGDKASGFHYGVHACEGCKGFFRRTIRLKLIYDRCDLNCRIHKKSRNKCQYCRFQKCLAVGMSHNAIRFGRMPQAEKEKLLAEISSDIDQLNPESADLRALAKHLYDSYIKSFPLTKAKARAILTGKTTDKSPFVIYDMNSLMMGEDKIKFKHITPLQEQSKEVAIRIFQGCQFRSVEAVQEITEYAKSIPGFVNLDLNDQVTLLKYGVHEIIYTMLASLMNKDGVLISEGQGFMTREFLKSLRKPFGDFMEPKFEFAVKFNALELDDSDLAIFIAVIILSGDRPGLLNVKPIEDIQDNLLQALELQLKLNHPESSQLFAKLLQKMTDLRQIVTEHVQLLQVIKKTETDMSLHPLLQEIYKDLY
# S1P3 antagonist: S1P3 receptor antagonists, primary screen, cell-based | hit rate 0.27% among 170,000 | inhibition, % at 4.98 µM | CHO S1P3 NFAT-BLA reporter, FRET fluorescence, antagonist mode;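 active = inhibition above the plate cutoff, the mean inhibition of test wells on that plate plus 3 SD, cut at about 28% in these data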;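 note: cells challenged with S1P at its EC80 of 0.8 µM; blue over green emission ratio from cleaved BLA substrate after 4 h stimulation; 0% = S1P-stimulated wells and 100% = unstimulated DMSO-only wells; some compounds past the cut are filed as inactive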
# Target sequence (Q99500 whole entry, looked up): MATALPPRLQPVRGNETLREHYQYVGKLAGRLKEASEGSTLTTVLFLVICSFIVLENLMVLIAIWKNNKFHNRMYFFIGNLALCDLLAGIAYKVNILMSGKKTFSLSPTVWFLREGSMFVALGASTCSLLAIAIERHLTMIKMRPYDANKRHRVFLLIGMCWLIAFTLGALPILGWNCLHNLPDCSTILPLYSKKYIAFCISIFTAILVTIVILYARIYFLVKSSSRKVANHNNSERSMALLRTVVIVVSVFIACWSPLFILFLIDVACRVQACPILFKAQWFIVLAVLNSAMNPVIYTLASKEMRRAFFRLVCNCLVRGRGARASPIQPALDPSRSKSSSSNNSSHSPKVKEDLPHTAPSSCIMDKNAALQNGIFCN
# HMGR II inh: inhibitors of E. faecalis class II HMGR, primary screen, biochemical, Enterococcus faecalis; purified E. faecalis HMGR, NADPH absorbance 340 nm kinetic; inhibition, % at 10 µM; hit rate 0.41% among 190,000;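 active = inhibition above a set limit, the median over all tested compounds plus 3 SD, cut at about 9.5% in these data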;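 note: enzyme runs in reverse so mevalonate oxidation gives rising NADPH absorbance; 0% = complete reaction with DMSO and 100% = background rate lacking mevalonate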
# DTT redox prof: compounds producing H2O2 with reducing agent – biochemical, NIH compound library profiling, artefact control for MLSCN library redox annotation, primary screen; DTT-dependent redox cycling H2O2, phenol red/HRP absorbance; 100% = 100 µM peroxide control, 0% = buffer; activation, % at 10 µM; hit rate 0.03% among 200,000;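 active = activation of at least 50% relative to the plate's high and low controls in the primary single-dose screen; inactive = activation below 50%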;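 note: compound incubated with DTT at 0.8 mM final as the reducing agent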
# ROMK mod: ROMK potassium channel modulators, primary screen, cell-based, thallium flux, MLSMR library; Tet-inducible ROMK, thallium flux fluorescence; actives lie on both sides; AID 1918, 2009; ATP-sensitive inward rectifier potassium channel 1 (Homo sapiens), P48048; B-score at 10 µM; hit rate 2% among 130,000;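 active = signal ratio slope over the read window, or its plate-corrected B-score, at least 3 SD from the plate mean, either direction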;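 note: B-score of the F/F0 ratio slope over 7 to 12 s after thallium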
# bIAP inhibitor: bovine intestinal alkaline phosphatase inhibitors, primary screen, selectivity assay for TNAP inhibitor project, biochemical, bovine IAP, CDP-star luminescence; purified bovine IAP, 30 min; inhibition, % at 20 µM; 190,000 tested, under 10 active; AID 1019, 2008;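 active = over 50% inhibition of intestinal alkaline phosphatase at 20 µM in the single-dose screen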
#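 Assay system: bovine IAP enzyme; medium: DEA buffer 100 mM, pH 9.8, with MgCl2 1.0 mM, ZnCl2 0.02 mM; doses: 20 µM single dose; incubation: enzyme reaction for 30 min at room temperature; detection: CDP-star luminescence signal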
# PPARg SRC-2 ag: agonists of PPARg-SRC-2 recruitment, primary screen, biochemical, HTS; activation, % at 8 µM; PPARgamma LBD-SRC-2 recruitment; Peroxisome proliferator-activated receptor gamma (Homo sapiens), P37231; hit rate 0.34% among 200,000; in the data active = activation above about 22%;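 note: 0% = vehicle and 100% = reference agonist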
# PPARg SRC3 recr: PPARgamma agonists recruiting SRC-3 coactivator, primary screen, biochemical | Peroxisome proliferator-activated receptor gamma (Homo sapiens), P37231 | biochemical PPARgamma/SRC-3 coactivator recruitment assay | activation, % at 8 µM | hit rate 0.26% among 200,000; in the data active = activation above about 23%;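 note: 0% = DMSO and 100% = reference agonist; some compounds past the cut are filed as inactive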
# SRC2 TRFRET art: TR-FRET signal artefacts, primary screen, artefact control for PPARgamma SRC-2 agonist project, biochemical; TR-FRET artefact counter-screen; stronger effect = higher value; TR-FRET ratio at 8 µM; hit rate 0.4% among 200,000; AID 1049, 2008; in the data active = TR-FRET ratio above about 2000; note: inactives centre near 1500
# Lmaj promast: Leishmania major promastigote growth inhibition, primary screen; Leishmania major promastigotes, resazurin fluorescence viability; inhibition, % at 10 µM; hit rate 9% among 200,000; in the data active = inhibition above about 50%;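 note: promastigotes grown with compound for 44 hours at 28 °C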
# Active calls of the source: *; . = no result given.
# Values in the order – RAM network inh, PPARg SRC-1 ag, S1P3 antagonist, HMGR II inh, DTT redox prof, ROMK mod, bIAP inhibitor, PPARg SRC-2 ag, PPARg SRC3 recr, SRC2 TRFRET art, Lmaj promast
CC(C(=O)O)n1nc2ccccc2n1 (stereo not drawn)
  -0.3, 7.1, 1.0, 0.8, -1.3, -0.155, 2.1, 3.8, 4.7, 1419, -2.3
COc1ccc(NC(=O)Cc2ccc(Cl)cc2Cl)cn1
  2.0, -5.4, 0.3, -3.6, 0.1, 1.8, -1.5, -1.1, -1.8, 1492, 4.2
CCOC(=O)CSc1nnc(-c2ccccc2)o1
  0.9, -4.2, ., -8.7, 1.0, 0.932, 13.4, 6.6, 5.5, 1439, -2.7
Cc1ccc(NC(=O)CC2=NC(=O)C(CC(=O)Nc3ccccc3C)S2)cc1 (stereo not drawn)
  6.9, 8.3, 6.1, 2.3, -2.5, 0.334, -2.0, 10.1, 7.1, 1793, -1.3
COC(=O)c1cc(=O)n2c(-c3ccccc3)csc2n1
  1.9, 12.8, -2.1, -3.8, 2.2, 0.0505, 12.6, 8.5, 6.2, 1553, 1.0
O=C(Nc1ccccn1)C1(c2cccs2)CCOCC1
  -1.1, -14.7, 2.9, -6.3, 0.1, ., -6.4, -4.8, 0.0, 1450, -2.1
CCC(C)(C(=O)NC1CCCCC1)N(Cc1cccs1)C(=O)Cc1cccs1 (stereo not drawn)
  2.5, -2.3, ., 3.0, 0.3, 1.22, 8.0, 8.4, 5.1, 1614, 8.4
O=C(Cc1ccc(F)cc1)N/N=C/c1ccccn1
  3.4, 3.3, -3.1, -0.7, 0.2, -0.392, 5.9, 4.0, 6.3, 1550, -4.5
CN(C)c1ccc(-c2noc(C3CCN(S(=O)(=O)c4ccc(C(=O)O)cc4)CC3)n2)cc1
  ., -1.9, ., ., 0.0, 1.15, ., -3.3, -16.1, 1527, 0.1
CCOC(=O)Cc1[nH]nc2c1C(c1cccc(OC)c1OC)C(C#N)=C(N)O2 (stereo not drawn)
  -1.0, 5.4, 10.5, 0.8, -0.7, ., -22.2, 11.1, 1.3, 1619, -3.6
Cc1cn2c(nc(=O)c3cccnc32)s1
  0.7, 0.2, 0.3, -2.2, -0.3, ., 18.7, 5.5, 0.9, 1566, 0.6
O=C(Nc1ccc(OC(F)F)cc1)Nc1cccc(C(F)(F)F)c1
  1.9, 5.7, ., 0.5, 0.1, ., 12.3, 2.5, 14.5, 1545, -2.7
CC(C)(C)c1ccc(NC(=O)COc2ccc(-n3ccnc3)cc2)cc1
  -0.5, 2.8, ., -0.4, 0.2, ., -164.6, 3.1, -1.2, 1418, 66.8*
Cc1nn(C(=O)c2nn(C)cc2[N+](=O)[O-])c(C)c1Br
  -0.8, 7.9, -1.4, -7.4, 0.1, 0.1, -9.0, 2.7, 6.3, 1569, -5.9
COc1ccc(CCNC(=O)c2cc(-c3ccccc3O)n[nH]2)cc1OC
  4.8, 6.1, 14.8, -5.5, -3.4, 0.134, -104.0, 2.4, 1.4, 1615, 0.4

# The results go on.
# Values in the order – RAM network inh, PPARg SRC-1 ag, S1P3 antagonist, HMGR II inh, DTT redox prof, ROMK mod, bIAP inhibitor, PPARg SRC-2 ag, PPARg SRC3 recr, SRC2 TRFRET art, Lmaj promast
OC1CNCc2cc3c(cc21)OCCO3 (stereo not drawn)
  1.0, -3.0, -17.8, -4.2, 0.9, ., 12.0, -10.2, -7.2, 1348, 1.8
Cc1ccc(C(=O)Nc2ccc(F)cc2)o1
  1.5, 3.3, 6.4, 0.4, 0.2, ., -0.2, -0.4, 0.8, 1539, 50.7*
O=C(CSc1nnc(-c2ccncc2)n1CC1CCCO1)Nc1cccc(O)c1 (stereo not drawn)
  0.9, -3.3, ., 2.1, 0.0, 0.0872, 5.7, -2.4, -3.7, 1595, -4.4
COc1cc(/C=C/C(=O)OCC(=O)c2c(N)n(C)c(=O)n(C)c2=O)ccc1OCC#N
  3.8, 10.7, -1.9, -3.8, -0.3, -0.658, -6.0, 4.6, 1.3, 1510, -2.2
CCOc1ccc(NC(=O)CSc2nnc(C(C)C)n2CC)cc1
  -1.0, 4.0, ., 0.6, 0.2, ., 5.5, 4.6, 4.1, 1624, -2.5
Cc1cc(C)n(Cc2ccc(NC(=O)c3ccc(COc4ccccc4Br)cc3)cc2)n1
  2.3, -1.4, ., 1.1, -0.8, ., 6.8, 4.0, 0.2, 1624, 56.1*
Cc1ccc(S(=O)(=O)N(C)CCCC(=O)N2CCOCC2)cc1
  1.1, 5.2, 17.6, -4.0, -1.0, ., 2.1, 10.7, 3.8, 1599, -5.8
O=C(Nc1cccc(S(=O)(=O)N2CCCCC2)c1)c1ccc(OCC2CCCO2)cc1 (stereo not drawn)
  3.2, 10.0, 26.1, -1.3, -0.4, -0.0302, -1.6, 7.0, 0.0, 1791, 34.8
CC(C)Oc1ccc(C(=O)Nc2ccccc2N2CCOCC2)cc1
  -0.7, -3.0, 7.5, -7.7, 0.0, -0.828, 4.7, 4.5, -5.2, 1637, -7.4
COc1ccccc1CNC(=O)C1CCN(S(=O)(=O)N2CC(C)CC(C)C2)CC1 (stereo not drawn)
  7.9, 5.8, -51.1, -5.2, 2.3, ., -6.0, -1.3, -0.8, 1513, 3.2
O=C(Cn1c(=O)oc2cc(S(=O)(=O)N3CCCC3)ccc21)N1CCc2ccccc2C1
  7.9, 3.9, ., 4.2, -1.6, ., 3.0, 2.3, 0.5, 1589, 99.6*
C#CCOC(=O)Nc1ccc(=O)n(Cc2c(Cl)cccc2Cl)c1
  -0.8, 11.2, ., -3.6, 4.5, ., 1.0, 5.2, 14.8, 1609, 5.3
COc1cc(CN2CCC(C(=O)NC3CCCC3)CC2)ccc1O
  0.3, 0.2, -6.3, -4.9, 3.6, ., -1.8, 2.3, -2.2, 1505, -2.7
O=C(N/N=C/c1sc(N2CCCCC2)nc1-c1cccs1)c1cccnc1
  2.8, 10.1, -18.1, 2.0, -1.1, -2.9, 2.4, 1.8, 8.7, 1770, 66.3*
COc1ccc(N(CC(=O)Nc2c(C)n(C)n(-c3ccccc3)c2=O)S(=O)(=O)c2ccccc2)cc1OC
  0.1, -5.3, 5.8, 0.3, -0.2, -0.0914, -6.0, 0.4, 1.4, 1515, -2.8

# A portion from further up, as a working copy:
# Values in the order – RAM network inh, PPARg SRC-1 ag, S1P3 antagonist, HMGR II inh, DTT redox prof, ROMK mod, bIAP inhibitor, PPARg SRC-2 ag, PPARg SRC3 recr, SRC2 TRFRET art, Lmaj promast
O=C(CSc1nnc(-c2ccncc2)n1CC1CCCO1)Nc1cccc(O)c1 (stereo not drawn)
  0.9, -3.3, ., 2.1, 0.0, 0.0872, 5.7, -2.4, -3.7, 1595, -4.4
COc1cc(/C=C/C(=O)OCC(=O)c2c(N)n(C)c(=O)n(C)c2=O)ccc1OCC#N
  3.8, 10.7, -1.9, -3.8, -0.3, -0.658, -6.0, 4.6, 1.3, 1510, -2.2
CCOc1ccc(NC(=O)CSc2nnc(C(C)C)n2CC)cc1
  -1.0, 4.0, ., 0.6, 0.2, ., 5.5, 4.6, 4.1, 1624, -2.5
Cc1cc(C)n(Cc2ccc(NC(=O)c3ccc(COc4ccccc4Br)cc3)cc2)n1
  2.3, -1.4, ., 1.1, -0.8, ., 6.8, 4.0, 0.2, 1624, 56.1*
Cc1ccc(S(=O)(=O)N(C)CCCC(=O)N2CCOCC2)cc1
  1.1, 5.2, 17.6, -4.0, -1.0, ., 2.1, 10.7, 3.8, 1599, -5.8
O=C(Nc1cccc(S(=O)(=O)N2CCCCC2)c1)c1ccc(OCC2CCCO2)cc1 (stereo not drawn)
  3.2, 10.0, 26.1, -1.3, -0.4, -0.0302, -1.6, 7.0, 0.0, 1791, 34.8
CC(C)Oc1ccc(C(=O)Nc2ccccc2N2CCOCC2)cc1
  -0.7, -3.0, 7.5, -7.7, 0.0, -0.828, 4.7, 4.5, -5.2, 1637, -7.4
COc1ccccc1CNC(=O)C1CCN(S(=O)(=O)N2CC(C)CC(C)C2)CC1 (stereo not drawn)
  7.9, 5.8, -51.1, -5.2, 2.3, ., -6.0, -1.3, -0.8, 1513, 3.2
O=C(Cn1c(=O)oc2cc(S(=O)(=O)N3CCCC3)ccc21)N1CCc2ccccc2C1
  7.9, 3.9, ., 4.2, -1.6, ., 3.0, 2.3, 0.5, 1589, 99.6*

# (listing goes on)
# Values in the order – RAM network inh, PPARg SRC-1 ag, S1P3 antagonist, HMGR II inh, DTT redox prof, ROMK mod, bIAP inhibitor, PPARg SRC-2 ag, PPARg SRC3 recr, SRC2 TRFRET art, Lmaj promast
COc1ccc(OC)c(NC2c3ccccc3C(=O)N2c2cccnc2)c1 (stereo not drawn)
  3.2, -0.7, 5.4, -7.4, -1.0, ., 6.6, -6.2, 4.4, 1528, 4.1
Cc1cc(C)c(S(=O)(=O)NCCn2c(C)cc3ccccc32)c(C)c1
  4.2, 9.1, ., -12.5, -2.9, ., 28.2, -1.4, 21.3, 2078*, -0.3
CCS(=O)(=O)N1CCCC(C(=O)NC2CCCCC2C)C1 (stereo not drawn)
  1.6, -3.9, 5.2, -4.5, -0.3, 0.785, 1.8, 5.9, 0.2, 1798, 3.6
COc1ccc(OC)c(C(c2nnnn2CCc2ccccc2)N2CCC(C(N)=O)CC2)c1 (stereo not drawn)
  0.5, 2.4, -49.5, -0.8, 2.5, ., 4.2, 1.5, 11.3, 1585, -6.7
COCCNC(=O)C(c1ccc(F)cc1)N(C(=O)CCC(=O)Nc1nccs1)c1ccc(C)cc1 (stereo not drawn)
  11.8*, -4.8, 4.4, -2.8, -0.4, -0.115, -5.5, 1.0, 1.6, 1418, -5.1
Clc1ccc(Nc2nc(-c3cccnc3)cs2)cc1
  1.0, 6.7, ., -5.6, 1.7, ., 6.3, 3.0, 4.8, 1584, 13.6
O=C(NCC1CCCO1)C(C(=O)c1ccccc1)n1ccccc1=O (stereo not drawn)
  1.0, 4.1, -17.3, -1.4, 1.7, ., 4.5, -10.7, -9.7, 1772, 10.4
C(=N\N1CCN(Cc2cccc3ccccc23)CC1)/c1ccco1
  1.1, 2.4, ., -2.2, -0.3, -1.7, 7.1, 6.3, 3.4, 1523, 1.9
O=C(O)C1C2CCC(C2)C1C(=O)Nc1nc2ccccc2s1 (stereo not drawn)
  1.6, 0.8, -32.6, 0.2, 0.6, ., 7.2, -4.0, -5.9, 1542, -5.7
Cc1cc2c(c(SCC(N)=O)n1)C(=O)OC2
  -0.1, 2.4, -0.8, -10.3, -1.0, 0.485, 3.5, -0.3, 3.5, 1627, -5.2
